# Screening results (PubChem)
# PhoP GFP inhibition – Inhibition of PhoP regulon, Salmonella typhi GFP reporter cells, confirmation, 4 h (AID 1850); Salmonella Typhi PhoP-promoter GFP reporter, fluorescence, 4 h; higher % means a stronger effect; inhibition, % at 50 µM; hits with a dose series show IC50 in µM; 310,000 tested, 0.33% active; in the data active = a potency from the dose series; inconclusive = inhibition mostly from about 25% at the one dose, without a potency; inactive = the rest, 99 in 100 with inhibition below about 19%;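 also: 0% = induced wells with vehicle and 100% = uninduced wells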
# M. tuberculosis – growth inhibition of non-replicating M. tuberculosis (AID 488890); Mycobacterium tuberculosis non-replicating, growth inhibition; higher % means a stronger effect; one-dose inhibition, % at 25 µM; IC50 in µM for titrated hits; 320,000 tested, 0.39% active; in the data active = a potency from the dose series; inconclusive = inhibition mostly from about 82% at the one dose, without a potency; inactive = the rest, 99 in 100 with inhibition below about 76%;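 also: plate controls were DMSO cells for no effect and high antibiotic wells for full effect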
# inhibitors of VEEV – inhibitors of VEEV TC-83 cytopathic effect, confirmation, Vero cells (AID 588727) | inhibition, % at 20 µM; hits with a dose series show IC50 in µM | 350,000 tested, 0.13% active | Vero cells, VEEV TC-83 cytopathic effect inhibition; higher % means a stronger effect; in the data active = a potency from the dose series; inconclusive = inhibition mostly from about 14% at the one dose, without a potency; inactive = the rest, 99 in 100 with inhibition below about 12%; also: strong numbers were not always called active
# H1N1 NS1A inhibition – H1N1 influenza NS1A inhibitors, functional cell based assay (AID 504329) | one-dose inhibition, % at 12.5 µM; IC50 in µM for titrated hits | 340,000 tested, 0.3% active | NS1A functional cell-based assay, percent inhibition; higher % means a stronger effect; in the data active = a potency from the dose series; inconclusive = inhibition above about 27% without an active follow-up result; also: strong numbers were not always called active
# H37Rv inhibition – M. tuberculosis growth inhibition, HTS (AID 449762) | inhibition, % at 25 µM, or IC50 in µM where a hit was titrated | 330,000 tested, 0.59% active | M. tuberculosis H37Rv growth inhibition, 7H9 media; higher % means a stronger effect; in the data active = a potency from the dose series; inconclusive = inhibition above about 70% without an active follow-up result;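 also: bacterial growth assessed after seven days of incubation; strong numbers were not always called active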
# inhibitors of VEEV 10K pilot screen – further read-out of inhibitors of VEEV, marked with its call; inhibition, %; measured here: 10K pilot screen inhibition
# Starred values were filed as active, the others as inactive; i = inactive; ? = inconclusive; . = not tested or not shown. The order is random; any-hit rate near 1.4%.
SMILES,PhoP GFP inhibition,M. tuberculosis,inhibitors of VEEV,H1N1 NS1A inhibition,H37Rv inhibition,others
O=C(Nc1ccc(Cl)cc1)c1cc2nc(C3CC3)cc(C(F)(F)F)n2n1,-9%,7%,5.8%,1%,-1%,
CCOc1ccc(/C(O)=C2\C(=O)C(=O)N(CCN(C)C)C2c2cccc(OC)c2OC)cc1Cl (stereo not drawn),-3%,-3%,2.0%,5%,2%,
Cc1[nH]oc(=O)c1N=Nc1ccc2[nH]c(=O)[nH]c2c1,-5%,15%,0.3%,-18%,-3%,
CN(Cc1cn(-c2ccccc2)nc1-c1ccc2c(c1)OCO2)Cc1nccn1C,-4%,46%,5.8%,16%,?,
Cc1ccc(NC(=O)CSCC(=O)Nc2cc(Cl)ccc2N2CCN(C)CC2)cc1,5%,31%,1.2%,13%,-1%,
O=C1CCCC/C1=N\Nc1ccc(C2CCCCC2)cc1,-2%,69%,.,.,8%,
Cc1ccc(OCC(=O)NNC(=O)CSc2nnc(-c3ccc(C)cc3)n2C)cc1,18%,10%,2.9%,-4%,9%,
O=C(/C=C/c1cccs1)N1CCN(Cc2ccc3c(c2)OCO3)CC1,-2%,?,6.6%,0%,50%,
CC1(C)C/C(=N\NC(=S)Nc2ccccc2F)c2cc(O)ccc2O1,2%,62%,11%,-6%,5%,
O=c1c(O[C@H]2O[C@@H](CO)[C@H](O)[C@@H](O)[C@@H]2O)c(-c2ccc(O)cc2)oc2cc(O)cc(O)c12,.,-9%,0.1%,-1%,-1%,

# 2 compounds picked at random from those above:
SMILES,PhoP GFP inhibition,M. tuberculosis,inhibitors of VEEV,H1N1 NS1A inhibition,H37Rv inhibition,others
Cc1ccc(OCC(=O)NNC(=O)CSc2nnc(-c3ccc(C)cc3)n2C)cc1,18%,10%,2.9%,-4%,9%,
CN(Cc1cn(-c2ccccc2)nc1-c1ccc2c(c1)OCO2)Cc1nccn1C,-4%,46%,5.8%,16%,?,

# (more compounds)
SMILES,PhoP GFP inhibition,M. tuberculosis,inhibitors of VEEV,H1N1 NS1A inhibition,H37Rv inhibition,others
Cc1ccc(C(=O)COC(=O)CNC(=O)c2cccs2)cc1,0%,0%,0.3%,5%,-7%,
c1ccc(-c2nn(-c3ccccc3)[n+](-c3ccccc3)n2)cc1,.,.,i,-1%,.,
CN1CC(=O)N(CC(=O)Nc2ccc(OCc3ccccc3)cc2)C1=O,.,16%,1.9%,5%,13%,
CC(C)N(C(=O)[C@H]1CC(CC(=O)NC(C)(C)C)C(=O)N2CCc3c([nH]c4ccccc34)[C@]12C)C(C)C (stereo partly drawn),.,30%,0.2%,0%,2%,
CS(=O)(=O)N1CCC(C(=O)NCc2ccc(Cl)cc2)CC1,22%,.,i,-16%,-1%,
Cc1ccc(C(=O)N2C(=S)C(c3ccc(F)cc3)=NC23CCN(C)CC3)cc1,119µM*,-9%,0.5%,6%,-2%,
COc1cc2[nH]c(=O)n(Cc3ccccc3Cl)c(=O)c2cc1OC,-3%,29%,7.5%,-1%,-7%,
CC1(C)NC(=O)N(CC(O)COc2ccccc2[N+](=O)[O-])C1=O (stereo not drawn),1%,-5%,1.4%,.,-7%,
CCCCC[C@H](O)/C=C/[C@@H]1[C@@H](C/C=C\CCCC(=O)O)[C@H]2CO[C@@H]1C2,-2%,0%,2.6%,4%,5%,
Cc1cc(C)n2nc(C(=O)N3CCOCC3)nc2n1,-12%,11%,1.0%,-2%,-1%,
COP(=O)(OC)C(NC(=O)Nc1ccccc1)c1ccccc1 (stereo not drawn),10%,6%,0.4%,13%,-12%,
COc1ccc(S(=O)(=O)N2CCCCC2)cc1NC(=O)c1ccc(=O)[nH]c1,2%,-13%,0.6%,6%,-3%,
Nc1nnnn1/N=C/C=C/c1ccccc1,6%,0%,0.6%,2%,-4%,
Cc1ccc(CNC(=O)C2CC(=O)N(C3CCCCCCC3)C2)cc1 (stereo not drawn),-2%,0%,i,-16%,1%,
COc1ccc(-c2nnc(SCC(=O)c3ccc[nH]3)n2-c2ccccc2)cc1,-7%,13%,i,-8%,-6%,
Cc1cc(-c2ccccc2)c2nncn2n1,1%,-10%,1.0%,-2%,-6%,inhibitors of VEEV 10K pilot screen=0.7
CCOc1ccccc1C1CC(=O)Nc2cc(OC)c(OC)c(OC)c21 (stereo not drawn),10%,-5%,1.3%,-8%,-3%,
COc1ccccc1Oc1cc(C#N)c(C#N)cc1-n1nnc2ccccc21,6%,5%,3.1%,-5%,-1%,inhibitors of VEEV 10K pilot screen=0.0
CCOC(=O)C1=C(C)OC(N)=C(C#N)C1c1ccoc1 (stereo not drawn),-12%,-3%,5.3%,0%,-6%,inhibitors of VEEV 10K pilot screen=0.9
C=C1C[C@H](O[C@@H]2O[C@H](CO)[C@@H](O)[C@H](O)[C@H]2O)[C@@H]2[C@H](OC(=O)[C@H]2C)[C@H]2[C@H](C)[C@H](O)C[C@@H]12,.,-5%,i,7%,1%,inhibitors of VEEV 10K pilot screen=0.3
CCCc1nc2ccccc2c(C(=O)OCC(=O)Nc2c(C)n(C)n(-c3ccccc3)c2=O)c1CC,-4%,28%,1.2%,7%,0%,
CC(Sc1nnc(NC2CC2)s1)C(=O)Nc1ccc(S(N)(=O)=O)cc1 (stereo not drawn),.,5%,i,-5%,9%,
CCCCN1CC(=O)N2[C@@H]3c4cc(Br)ccc4OC[C@@H]3[C@H](C(=O)OCC)[C@]2(C)C1=O,.,.,i,-4%,.,
Cc1ccc(NC(=O)CSc2ncn[nH]2)c([N+](=O)[O-])c1,.,5%,0.1%,4%,4%,
Cc1nc2cc(NS(=O)(=O)c3cccc4cccnc34)ccc2s1,-4%,10%,1.5%,-23%,9%,
CN(C)/C=C/C(=O)c1ccncc1,-5%,-9%,1.6%,-7%,-5%,
CC1CCC/C(=C\Nc2ccc(C(=O)O)c(O)c2)C1=O (stereo not drawn),-6%,<0.1µM*,0.7%,-5%,?,
Cc1ccc(/C=N/NC(=O)CSc2nc3ccccc3[nH]2)o1,12%,3%,1.7%,-1%,4%,
Cc1nc2sc(C(N)=O)c(N)c2c2c1CCCC2,1%,8%,2.1%,-29%,-15%,
CCOC(=O)c1sc(=S)n(-c2ccccc2)c1N,-6%,-8%,2.5%,-9%,3%,inhibitors of VEEV 10K pilot screen=0.0
Cc1nnc(NC(=O)c2cccc(S(=O)(=O)N3CCN(C)CC3)c2)s1,-1%,-9%,2.1%,-5%,-6%,
COc1ccc(C2(C(=O)NCc3ccco3)CCCC2)cc1OC,1%,1%,2.4%,6%,-1%,
CCCCC(O)CN1CCC(c2ccccc2)CC1 (stereo not drawn),-9%,.,1.4%,5%,-7%,
CSc1nn(-c2ccc(C(=O)OCC(=O)NC(=O)NC(C)C)cc2)c(=S)s1,-8%,i,6.9%,10%,23µM*,
N#Cc1ccccc1S(=O)(=O)N1CCN(C(=O)c2cc3c(s2)CCC3)CC1,.,.,9.5%,-9%,.,
COc1cccc(CNC(=O)C2CCCN(c3nc4ccccc4o3)C2)c1 (stereo not drawn),0%,-9%,4.9%,-9%,2%,
O=[N+]([O-])c1ccc(Sc2ccccc2)nc1,10%,33%,0.4%,-1%,.,
COc1ccc(Nc2nc(-c3cccs3)nc3ccccc23)cc1S(=O)(=O)N1CCOCC1,-8%,32%,?,16%,5%,
Cc1ccc(C)c(NC(=O)NCCN2CCCCC2)c1,0%,-10%,0.4%,-18%,-9%,
CC1C/C(=C/c2cccn2C)C(=O)/C(=C/c2cccn2C)C1 (stereo not drawn),-18%,14%,8.7%,11%,10%,
CCOc1ccc(NC(=O)CSc2nnc(Cc3ccccc3)c(=O)n2N)cc1,-1%,34%,1.2%,-3%,20%,
CCN(CC)S(=O)(=O)c1ccc(NC2CCN(Cc3ccccc3)CC2)nc1,8%,4%,0.3%,5%,2%,
Cc1ccccc1CN1CCNCC1,-7%,3%,i,-19%,1%,
CN1CCN(c2ccc(NC(=O)c3ccc4c(c3)OCCO4)cc2Cl)CC1,22%,31%,9.2%,0%,9%,
Cc1cc2nc(/C=C/c3cccnc3)[nH]c2cc1C,3%,-7%,1.7%,-7%,9%,
CC(C)C(=O)Nc1cccc(C(=O)Nc2ccc(S(=O)(=O)N3CCOCC3)cc2)c1,6%,9%,1.6%,-3%,2%,
Cc1ccc(CN2C(=O)C(=O)N(CC(N)=O)C2=O)cc1,5%,-8%,0.1%,26%,2%,
CC(=O)N1CCc2cc(S(=O)(=O)NCCC(=O)NCCc3ccc(C)cc3)ccc21,-3%,2%,0.1%,19%,2%,
Cc1c(NC(=O)CC2NC(=O)NC2=O)c(=O)n(-c2ccccc2)n1C (stereo not drawn),0%,-1%,.,.,5%,
COc1cc(/C=N/NC(=O)c2ccc(CN3C(=O)c4cccc5cccc3c45)cc2)cc(OC)c1O,5%,25%,8.0%,-14%,1%,

# Following part.
SMILES,PhoP GFP inhibition,M. tuberculosis,inhibitors of VEEV,H1N1 NS1A inhibition,H37Rv inhibition,others
CCCC12C(=O)C(C)(C(c3ccccc3)=C1c1ccccc1)C1C(=O)N(c3ccc(C)cc3)C(=O)C12 (stereo not drawn),-8%,15%,i,4%,12%,
CC(C)c1ccc(NC(=O)COC(=O)c2nn(C)c(=O)c3ccccc23)cc1,.,2%,0.4%,-1%,-2%,
CCc1ccc(C2C(=O)c3ccccc3C2=O)cc1,-2%,3%,1.4%,13%,-6%,
Cc1cc(C(=O)CSc2nnc(N)s2)c(C)n1C1CC1,-2%,19%,7.7%,-10%,3%,
Cc1ccc(C2=NOC(=O)/C2=C\c2ccccc2)cc1,-12%,-11%,i,12%,-1%,
CCOc1ccc(NC(=O)Cc2ccccc2)c([N+](=O)[O-])c1,-7%,38%,1.3%,5%,11%,
CC(C)(C)c1ccc(-c2nn(CCC#N)cc2/C=N/O)cc1,4%,9%,1.9%,4%,3%,
Cn1c(=O)n(CC(=O)Nc2ccccc2)c2ccccc21,3%,3%,1.3%,-10%,-6%,

# In the list so far, these contain an aryl thioether with sulfur outside any ring.
SMILES,PhoP GFP inhibition,M. tuberculosis,inhibitors of VEEV,H1N1 NS1A inhibition,H37Rv inhibition,others
Cc1ccc(OCC(=O)NNC(=O)CSc2nnc(-c3ccc(C)cc3)n2C)cc1,18%,10%,2.9%,-4%,9%,
COc1ccc(-c2nnc(SCC(=O)c3ccc[nH]3)n2-c2ccccc2)cc1,-7%,13%,i,-8%,-6%,
CC(Sc1nnc(NC2CC2)s1)C(=O)Nc1ccc(S(N)(=O)=O)cc1 (stereo not drawn),.,5%,i,-5%,9%,
Cc1ccc(NC(=O)CSc2ncn[nH]2)c([N+](=O)[O-])c1,.,5%,0.1%,4%,4%,
Cc1ccc(/C=N/NC(=O)CSc2nc3ccccc3[nH]2)o1,12%,3%,1.7%,-1%,4%,
CSc1nn(-c2ccc(C(=O)OCC(=O)NC(=O)NC(C)C)cc2)c(=S)s1,-8%,i,6.9%,10%,23µM*,
O=[N+]([O-])c1ccc(Sc2ccccc2)nc1,10%,33%,0.4%,-1%,.,
CCOc1ccc(NC(=O)CSc2nnc(Cc3ccccc3)c(=O)n2N)cc1,-1%,34%,1.2%,-3%,20%,
Cc1cc(C(=O)CSc2nnc(N)s2)c(C)n1C1CC1,-2%,19%,7.7%,-10%,3%,
